Luciferase inh: Photinus pyralis luciferase inhibition; P08659; purified P. pyralis luciferase, luminescence, biochemical; 76,000 compounds, 2.5% hits; Potency, µM (series often up to 115 µM), for the others: top-dose activity change, negative = inhibition, usual class: inhibitors; further: potency means the concentration at half of the fitted maximal effect; nearly all actives have a fitted effect of over 65% in size
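Luminescence read by CCD imaging after purified firefly luciferase (10nM final) was added to substrate buffer holding 10uM D-luciferin and 10uM ATP, pH 7.5, pre-dosed with compound.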
HEK293 viab: cell viability loss counter-screen; HEK-293-SNCA-luc viability, GF-AFC fluorescence, 24 h; Potency, µM (titrated, usually from 57.1 µM), inactives show top-dose activity change, negative = cytotoxicity, hits mostly cytotoxic; 150,000 compounds, 0.12% hits;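 further: potency means the concentration at half of the fitted maximal effect; 0% = DMSO-treated cells and -100% = medium-only wells without cells; nearly all actives have a fitted effect of over 30% in size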
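HEK-293-SNCA-luc cells (1500/well) plated 24 h, then exposed 24 h to a dilution series; GF-AFC added 30 min at 37C, fluorescence 405/540 nm; normalised to medium-only and DMSO wells, Hill fit.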
HEK293 tox: cytotoxic compounds in HEK 293 cells; HEK 293 viability, ATP luminescence (CellTiter-Glo), 48-72 h; Potency, µM (top dose mostly 115 µM), for inactives: at the highest dose activity change, negative = cytotoxicity, actives largely listed as inhibitors; 94,000 compounds, 6.6% hits; AID 1345083; further: potency means the concentration at half of the fitted maximal effect; nearly all actives have a fitted effect of over 60% in size
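Viability of HEK 293 cells, plated at 250 cells/well, was judged by cellular ATP after compound treatment for 48 or 72 hr. Luminescence was imaged 10 min after CellTiter-Glo addition at room temperature.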
IP6K1 inhibitor: IP6K1 kinase inhibition | Q92551 | IP6K1 kinase, ADP-Glo luminescence, 2 h; stronger effect = lower value | activity change, % (series mostly up to about 58 µM) | 140,000 compounds, 0.81% hits | AID 1645851; in the data active means activity change below about -25%
Target sequence (Q92551 whole entry, looked up): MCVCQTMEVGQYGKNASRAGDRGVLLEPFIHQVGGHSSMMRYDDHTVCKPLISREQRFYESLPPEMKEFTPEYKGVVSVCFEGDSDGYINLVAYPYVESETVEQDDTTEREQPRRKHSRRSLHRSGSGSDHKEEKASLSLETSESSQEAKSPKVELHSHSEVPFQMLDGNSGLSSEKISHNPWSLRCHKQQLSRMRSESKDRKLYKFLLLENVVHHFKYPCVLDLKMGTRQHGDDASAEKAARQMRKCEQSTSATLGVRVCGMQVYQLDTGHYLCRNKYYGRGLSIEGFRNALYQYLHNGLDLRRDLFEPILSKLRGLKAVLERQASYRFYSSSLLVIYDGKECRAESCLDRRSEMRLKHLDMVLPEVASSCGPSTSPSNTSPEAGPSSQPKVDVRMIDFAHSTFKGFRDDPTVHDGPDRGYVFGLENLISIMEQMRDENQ
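ADP-Glo luminescence measures ADP made by human IP6K1 during a 2 h RT reaction with ATP/IP6 (mix at 1.3 mM/130 uM); top library doses 57.5 and 19.1 uM final.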
GPT2 inh: blocks human glutamate pyruvate transaminase 2; Q8TD30; AID 1671188; Potency, µM (top dose mostly 57.7 µM), inactives show top-dose activity change, negative = inhibition, most hits filed as inhibitors; Recombinant GPT2, coupled pyruvate oxidase/HRP Amplex Red fluorescence; 100,000 compounds, 0.25% hits; further: potency means the concentration at half of the fitted maximal effect; nearly all actives have a fitted effect of over 60% in size; many of its hits are not listed in these tables
Target sequence (Q8TD30 whole entry, looked up): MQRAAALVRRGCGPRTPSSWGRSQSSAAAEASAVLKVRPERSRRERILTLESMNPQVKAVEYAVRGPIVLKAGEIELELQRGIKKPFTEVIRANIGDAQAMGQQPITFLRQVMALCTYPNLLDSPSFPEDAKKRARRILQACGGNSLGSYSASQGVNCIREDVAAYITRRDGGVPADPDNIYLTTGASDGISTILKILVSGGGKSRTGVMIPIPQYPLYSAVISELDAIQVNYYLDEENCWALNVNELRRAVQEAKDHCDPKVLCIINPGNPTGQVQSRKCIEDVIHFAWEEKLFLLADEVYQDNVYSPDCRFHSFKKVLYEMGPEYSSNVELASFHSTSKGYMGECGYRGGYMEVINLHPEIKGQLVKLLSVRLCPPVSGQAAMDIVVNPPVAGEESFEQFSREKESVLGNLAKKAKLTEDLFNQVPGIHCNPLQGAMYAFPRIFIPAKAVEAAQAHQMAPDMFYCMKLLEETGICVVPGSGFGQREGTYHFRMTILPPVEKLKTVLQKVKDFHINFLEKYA
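GPT2 10ng/uL, a-KG 250uM, L-Ala 2mM, HEPES pH7.5 + 0.0001% Tween; 30 min RT. Then Amplex mix (PO/HRP/ThPP), 30 min RT dark, fluorescence. AOA 50uM used as positive control.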
NIH3T3 tox: cytotoxic compounds in NIH 3T3 cells; NIH 3T3 viability, CellTiter-Glo ATP luminescence, 48-72 h; Potency, µM (highest dose often 96.7 µM), for inactives: at the highest dose activity change, negative = cytotoxicity, most hits filed as inhibitors; 94,000 compounds, 4.3% hits; further: potency means the concentration at half of the fitted maximal effect; nearly all actives have a fitted effect of over 55% in size
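First NIH 3T3 cells are plated at 400 cells/well; next compound is pinned in; then plates incubate 48 or 72 hr at 37 °C; finally CellTiter-Glo is added and luminescence read after 10 min.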
SNCA expr inhib: SNCA gene expression inhibition; 140,000 compounds, 0.17% hits; Potency, µM (doses to about 57.2 µM), without a hit: at the highest dose activity change, negative = inhibition, most hits filed as inhibitors; HEK-293 SNCA-luciferase knock-in, luminescence, 24 h;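 further: potency means the concentration at half of the fitted maximal effect; plate controls were DMSO cells for no effect and cell-free wells for full effect; nearly all actives have a fitted effect of over 45% in size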
* = called active by the depositor; i = inactive; u = inconclusive; x = no result given; & = joins results of further samples; ! = not active in a repeat; [ ] = dose if it differs, or a comment. Unless noted, the call rests on the fitted dose curve; in most records, active means well fitted curve in the direction sought with a large enough effect; inconclusive means small, poorly fitted or top-dose-only effect, or another doubt; inactive means no such curve, though single readings can be large; an effect the other way counts as inactive or inconclusive. Unless noted, on the % scale 0 is the no-effect control and ±100 the full control effect. Compounds as they come; any-hit rate near 7.7%.

Results follow in this order: Luciferase inh	HEK293 viab	HEK293 tox	IP6K1 inhibitor	GPT2 inh	NIH3T3 tox	SNCA expr inhib
1. Cc1cnc(C2CC2)n1C1CCCN(C(=O)c2nn(C)c3ccccc23)C1 (centres undefined)
  -1.5%	-14.2%	u	-4.8	u	u	36.1%[activator]
2. CCCCN(C)C(=O)Cn1ccn2nc(-c3ccccc3)c(CO)c2c1=O
  -5.9%	-16.5%	-10.1%	15.1	i	-15.3%	-15.8%
3. CCCCCNc1nc2c(-c3ccccc3)nnn2c2ccccc12
  x	-5.3%	x	-6.6	x	x	20.4%
4. COc1ccc(CCNC(=O)CCCn2c(=O)c3ccccc3n(Cc3ccc(C)cc3)c2=O)cc1OC
  x	6.4%	x	-2.9	x	x	-0.9%
5. COc1ccc(C(=O)N2CCC3(CC2)N(C)C(=O)CS3(=O)=O)c(OC)c1
  -6.5%	6.2%	-3.9%	-2.8	i	2.9%	-23.2%
6. O=C(NC1CCc2n[nH]c(=O)n2CC1)c1ccc2ccccc2n1 (centres undefined)
  5.6%	u	i	1.9	-6.5%	-0.6%	7.9%
7. COc1cccc(C(=O)N2CC3CC(C2)[C@H]2CCCC(=O)N2C3)c1 (some centres undefined)
  -10.8%	4.0%	-0.6%	6.6	i	i	-2.3%
8. O=C(Nc1ccc(Cl)cc1)N1CCC(c2nn(-c3ccccn3)c(=O)[nH]2)CC1
  x	15.3%	-2.5%	4.2	i	-17.8%	2.9%
9. O=C(O)[C@@H]1CN(Cc2ccccc2)C[C@@H]1C(=O)N1CCOCC1
  -2.2%	-0.3%	-16.4%	22.8	i	-16.6%	-13.4%
10. O=C(c1cn(CCC2CCCCN2)nn1)N1CCc2nc[nH]c(=O)c2CC1 (centres undefined)
  -25.3%	14.5%	-29.4%	0.0	i	0.2%	u
11. O=C(c1ccsc1)N1CCCn2cc(-c3ccccc3)nc21
  39.8µM*	2.6%	u	-8.4	i	4.0%	157.8%[activator]
12. CN1CCCCC(CC(=O)NCc2cc(F)ccc2F)C1=O (centres undefined)
  x	3.0%	-3.5%	5.7	0.0%	-5.2%	35.7%[activator]
13. COc1cc(C(=O)N2CCN(c3ccc(Nc4ccc(C)cc4)nn3)CC2)cc(OC)c1OC
  x	-1.9%	x	3.3	x	x	52.3%[activator]
14. CCOC(=O)c1c(NC(=O)/C=C/c2ccc(OCC)cc2)sc(C(C)=O)c1C
  x	6.6%	x	33.7	x	x	10.4%
15. Cc1cc(F)ccc1NC(=O)CCS(=O)(=O)c1cc2c3c(c1)CCN3C(=O)CC2
  x	-8.5%	x	-13.5	x	x	7.5%
16. O=C1CCNc2ccccc2CN1C1CC1
  x	x	-20.4%	7.9	x	u	x
17. CCCc1ncncc1C(=O)N1CCc2onc(-c3ccccc3F)c2C1
  0.0%	12.2%	-2.7%	6.8	i	-0.3%	-15.1%
18. COc1cccc(CCC(=O)N2CCC(N3CC4CC(C3)[C@H]3CCCC(=O)N3C4)CC2)c1 (some centres undefined)
  -4.1%	6.3%	u	8.0	0.6%	-17.6%	7.7%
19. CCNC(=O)OC1CCN(c2nncc3cc(OC)c(OC)cc23)CC1
  x	-10.9%	x	-7.3	1.6%	x	x
20. CCC(c1cccs1)N1C(=O)[C@H]2CN(S(=O)(=O)c3ccc(F)cc3F)C[C@H]2C1=O (some centres undefined)
  3.2%	15.4%	-0.6%	0.8	-1.9%	-26.3%	-5.9%
21. COc1ccc(OC)c(NC(=O)CCC[C@@H]2[C@H]3CCCN4CCC[C@@H](CN2C)[C@@H]34)c1
  -10.9%	13.2%	-29.7%	12.4	i	-29.7%	-3.1%
22. CNC(=O)CCC1CCN(C(=O)c2ccccc2)CC1
  -2.0%	8.0%	-3.4%	6.0	-7.1%	0.5%	u
23. COc1ccc(NC(=O)CN2CCCN(Cc3ccccc3)S2(=O)=O)cc1
  x	-3.8%	x	-20.5	x	x	-12.6%
24. COCCn1c(=O)c(C(=O)N2CCN(C(=O)Nc3ccccc3)CC2)nc2cccnc21
  x	11.1%	i	20.7	i	-13.8%	16.7%
25. COc1ccccc1CN1CCc2nc(N3CCN(C)CC3)[nH]c(=O)c2CC1
  16.1%	-7.5%	1.7%	0.0	-14.2%	-5.3%	32.8%[activator]
26. O=C(c1cccc2nccnc12)N1CCC2(CC1)Nc1ccccc1NC2=O
  1.8%	u	-12.3%	35.3	-20.8%	1.2%	u
27. CN(C)c1cccc(-c2c3c(=O)n(-c4ccccc4Cl)[nH]c3cc(=O)n2C)c1
  x	u	x	11.9	15.3µM*!	x	-26.2%
28. Fc1ccc(CN2CCOC[C@H](Oc3ccccc3)C2)cc1
  -5.0%[172 µM]	-3.1%[87.6 µM]	u	-1.4	-1.5%[88.5 µM]	-21.1%[138 µM]	u
29. O=C([C@@H]1C[C@H](F)CN1S(=O)(=O)c1cccc(Cl)c1)N1CCCCC1
  -2.3%	-16.0%	2.0%	0.5	i	1.5%	0.9%
30. COc1c(N2C[C@@H]3CCCN[C@H]3C2)c(F)cc2c(=O)c(C(=O)O)cn(C3CC3)c12
  x	-2.1%	x	x	i	x	16.3%
31. COc1cccc(C(=O)N2CCC(N3C[C@H](O)C[C@H]3C(=O)NC3CCCCC3)CC2)c1C
  2.8%	0.0%	1.5%	32.0	i	-13.8%	9.5%
32. CCOc1ccccc1NC(=O)Cn1c(=O)n(Cc2ccccc2)c(=O)c2c(C)c(C(=O)N(C)C)sc21
  x	5.6%	x	1.6	x	x	12.9%
33. COc1ccc(NC(=O)C2Cn3cccc3C(=O)N2CC(C)C)cc1 (centres undefined)
  -1.3%	-6.1%	-1.5%	0.9	i	i	-12.7%
34. COCCN1CCCC(c2[nH]ccc2C(=O)N2CCN(c3ccccc3)CC2)C1 (centres undefined)
  10.9%	-0.3%[12.5 µM]	-10.5%	6.4	i	-18.7%	-14.2%
35. CN1CCC(NC(=O)C2(CCO)CCN(Cc3ccccc3)C2)CC1 (centres undefined)
  7.7%	0.0%	u	1.1	i	-26.6%	18.2%
36. Cn1nccc1CN1CCCC2(COc3ccccc3C(=O)N2)C1 (centres undefined)
  -15.1%[172 µM]	u	28.2µM*	7.0	i	8.91µM*	u
37. Cc1ccccc1NC(=O)Cn1cc(C(=O)c2cccs2)c2ccccc21
  x	0.1%	x	-11.4	x	x	-6.0%
38. COc1ccc(-c2ccc(C(=O)N3CCC(NC(=O)c4ccccc4F)C3)cc2)nn1 (centres undefined)
  x	x	4.9%	9.7	x	-8.1%	x
39. COc1cccc(CN2CCc3nc(N4CCN(C)CC4)ncc3C2)c1
  x	-16.2%	x	15.7	x	x	34.0%[activator]
40. Cc1ccc(-c2cccc(CN3CCCC3C(=O)NC(C)C)c2)cc1Cl (centres undefined)
  x	x	22.4µM*	4.1	x	22.4µM*	x
41. O=c1ccc(NS(=O)(=O)c2ccccc2)c2n1C[C@H]1C[C@@H]2CN(S(=O)(=O)c2ccccc2)C1
  -4.5%	3.3%	-3.9%	13.6	-1.1%	1.1%	-1.4%
42. Cc1ccc(CNC(=O)c2ccc3c(c2)N(C)C2CCCN2C3=O)cc1 (centres undefined)
  -12.5%	-5.7%[12.5 µM]	-19.8%	18.8	-8.7%	2.4%	-24.5%
43. Cc1ccc(NC(=O)Cn2nc3n(c2=O)CCCCC3)cc1
  12.2%	1.3%	6.5%	3.7	i	-15.2%	21.9%
44. CCCCc1ccc(NC(=O)c2ccc3c(c2)CCN3S(=O)(=O)c2ccccc2)cc1
  x	-3.9%	x	-5.4	x	x	-1.8%
45. CN(C)C(=O)C1=NOC2CN(C(=O)Nc3cccnc3)CC12 (centres undefined)
  x	-3.1%	-1.3%	15.6	4.1%	i	7.9%
46. COC(=O)c1ccn(-c2nc(-c3ccc(Cl)cc3)cc(C(F)(F)F)n2)n1
  x	-1.6%	x	9.9	x	x	23.9%
47. COc1ccc(C2COc3cc(O)ccc3C2)c(O)c1 (centres undefined)
  x	-18.2%	x	-6.1	i	x	x
48. CCCSC1=NC2(CCN(C(=O)NC3CCCCC3)CC2)N=C1c1ccc(OC)cc1
  x	-6.3%	x	-11.8	x	x	-6.9%
49. COc1ccc(C(=O)Nc2ccc(-c3nnc4n3CCCCC4)cc2)cc1
  x	-1.5%	x	-3.6	x	x	20.1%
50. CC(C)(C)c1ccc(C(=O)Nc2ccc3nc(SCC(=O)N4CCCC4)sc3c2)cc1
  x	u	x	1.6	x	x	u
51. CC(Nc1oc(-c2ccc(COc3ccccc3)o2)nc1C#N)c1ccccc1 (centres undefined)
  x	-15.2%	x	16.8	x	x	-25.0%
52. COc1ccc(Nc2nc(-c3c(C)noc3C)cc3cc(CN(C)C)oc23)cn1
  -26.5%[172 µM]	u	79.4µM*	24.9	i	79.4µM*	11.2%[87.6 µM]
53. COCCN1CC2(CCCN(C(=O)Nc3ccc4c(c3)OCO4)C2)CCC1=O (centres undefined)
  u	0.2%	3.1%	-7.9	i	2.4%	-8.1%
54. O=C(Nc1ccc(=O)n2c1[C@@H]1C[C@@H](CN(C(=O)Nc3ccc(F)cc3)C1)C2)NC1CCCCC1
  -6.1%	-7.7%	-1.4%	6.2	i	1.1%	-19.4%
55. CN1C(=O)c2cccn2CC1C(=O)NCc1ccc(F)cc1 (centres undefined)
  6.4%	2.9%	-4.0%	4.7	-3.4%	-11.8%	-22.2%
56. NC(=O)c1cc[nH]c1C1CCCN(S(=O)(=O)c2cnc[nH]2)C1 (centres undefined)
  -2.9%	-3.5%[12.5 µM]	i	3.5	i	i	u
57. O=C(O)CN1C(=O)[C@@H]2C[C@@H](CN2C(=O)c2ccccc2)Oc2ccccc21
  -8.8%[172 µM]	6.1%[87.6 µM]	-3.6%[172 µM]	1.7	-1.5%[88.5 µM]	-8.3%[138 µM]	-3.3%[87.6 µM]
58. CCCOc1ccc(C2C(=O)N(C3CCCCC3)CC(=O)N2CCc2ccccc2)cc1OC (centres undefined)
  x	12.7%	x	52.6	x	x	62.0%[activator]
59. COc1cccc(-c2cc(C(=O)NCc3cccs3)c3cnn(C)c3n2)c1
  x	x	u	6.7&-3.0	x	25.1µM*!	x
60. CCn1c2ccccc2c2cc(C(=O)N3C[C@@H](Oc4ccccc4)C[C@@H]3C(=O)NC)ccc21
  u	-23.8%	35.5µM*	18.4	i	u	69.1%[activator]
61. COc1ccc(C)c2sc(N(Cc3cccnc3)C(=O)C3CCCCC3)nc12
  x	14.0%	x	-5.2	x	x	18.1%
62. CC(NC(=O)c1cc(-c2ccc(Cl)cc2)on1)c1ccccc1 (centres undefined)
  x	u	x	-21.0	x	x	u
63. Cc1ccc(-n2ncc3c(NC4CCCC4)ncnc32)cc1
  x	-21.6%	x	-8.7	x	x	-64.4%

Screening data from PubChem BioAssay.
